# Rat MKP-3 inhibitors – inhibition of rat DUSP6 enzyme activity – biochemical, in vitro, primary screen (AID 425). 0.17% of 110,000 active. recombinant MKP-3 phosphatase activity, fluorescence; higher % means a stronger effect. one-dose inhibition, % at 20 µM; IC50 in µM for titrated hits; in the data active means inhibition above about 50%;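 further: plate controls were vehicle for no effect and reference inhibitor for full effect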
# Hsp70 inhibitors – small molecules displacing fluorescent ligand from Hsp70 – biochemical, fluorescence polarization, primary screen (AID 583) | Hsp70 fluorescence polarization probe displacement, mP; higher % means a stronger effect | one-dose displacement, % at 20 µM; IC50 in µM for titrated hits | 0.06% of 140,000 active; in the data active means displacement above about 50%;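 further: plate controls were vehicle for no effect and reference ligand for full effect; a part of the inactive calls stands beside numbers as strong as those of hits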
# Starred values were filed as active, the others as inactive; . = no result given; & = joins results of further samples.
cpd	Hsp70 inhibitors	Rat MKP-3 inhibitors	SMILES
1	4.6%	6%	COc1cc(C(=O)Nc2ccc(-c3nc4cc(C)ccc4o3)c(O)c2)cc(OC)c1OC
2	3.5%	-1%	CC(=O)OCCNC(=O)c1cc2ccccc2oc1=O
3	.	-3%	COc1ccc(C(=O)n2nc(C)cc2C)cc1OC
4	0.0%	17%	CCOCCOC(=O)C1=C(C)NC2=C(C(=O)CC(c3cccs3)C2)C1c1ccsc1 (stereo not drawn)
5	2.7%	-10%	CCOC(=O)C1CCN(C(=O)CN(c2ccc(OC)c(OC)c2)S(=O)(=O)c2ccccc2)CC1
6	0.3%	.	O=C(COc1ccc(S(=O)(=O)NC2CCCCC2)cc1)N1CCN(c2cccc(Cl)c2)CC1
7	-3.2%	.	CCOC(=O)C1CCN(C(=O)C(C)Sc2ccc(Cl)cc2)CC1 (stereo not drawn)
8	2.1%&-4.2%	1%&1%	CC(=O)Nc1ccc(C(=O)n2nc(C)cc2C)cc1
9	-3.6%	2%	O=C(c1ccccc1F)N(Cc1ccc(F)cc1)C1CCS(=O)(=O)C1 (stereo not drawn)
10	0.1%	-2%	COC(=O)c1[nH]c2cccc(Cl)c2c1NC(=O)CN1CCN(CCO)CC1
11	-4.2%	.	COc1ccc(C2C(C#N)=C(/N=C/N3CCOCC3)OC3=C2C(=O)CC(C)(C)C3)cc1OC (stereo not drawn)
12	3.8%	8%	CCn1cc(C2=NOC(C(=O)Nc3cccc(C(C)=O)c3)C2)c(C)n1 (stereo not drawn)
13	-0.1%	0%	COc1ccc(Cl)cc1N(CC(=O)Nc1cc(C)ccc1C)S(=O)(=O)c1ccc(C)cc1
14	-6.4%	-11%	CN(C)c1ccc(NC(=O)c2cc3c(=O)n4ccccc4nc3n2C)cc1
15	3.5%	-1%	COCCNC(=O)CN(c1ccc(C)c(Cl)c1)S(C)(=O)=O
16	-1.8%	4%	CC(=O)c1c(-c2ccccc2)c2cc([N+](=O)[O-])ccc2n1C
17	-0.8%	-13%	O=C(CN1C(=O)c2cccc3cccc1c23)NCc1ccc2c(c1)OCO2
18	0.1%	-1%	COc1ccc(NC2CS(=O)(=O)CC2OC(=O)c2ccc(F)cc2)cc1 (stereo not drawn)
19	1.1%	4%	Fc1ccccc1Cn1nnc(-c2ccccc2Cl)n1
20	-3.7%	.	CCCCNC(=O)Nc1nnc(-c2ccc(OCC)cc2)o1

# Other records follow.
cpd	Hsp70 inhibitors	Rat MKP-3 inhibitors	SMILES
21	2.4%	3%	COc1ccc(-c2c(C)n([O-])c3c([n+]2=O)CCC3)cc1
22	7.5%	-1%	COc1ccccc1N1CCN(CC(=O)c2c(C)[nH]c3cc(C)ccc23)CC1
23	2.9%	0%	Cc1[nH]n(-c2ccccc2)c(=O)c1C(=O)c1cccc(F)c1
24	-3.8%	.	COC(=O)C1=C(N)Oc2cc(C)n(CC3CCCO3)c(=O)c2C1c1ccc(Cl)c(Cl)c1 (stereo not drawn)
25	-2.4%	-2%	C=CCNC(=O)CN(c1ccccc1CC)S(C)(=O)=O
26	-1.8%	.	Cc1ccc(NC(=O)C2=C(O)CCn3c2nc2ccccc23)cc1
27	-0.9%	-9%	NS(=O)(=O)c1ccc(CCNC(=O)c2ccccc2F)cc1
28	5.4%	3%	COc1ccc(N)cc1C#N
29	1.8%	0%	CCOC(=O)N1CCN(c2c(NCCN3CCCCC3CC)c(=O)c2=O)CC1 (stereo not drawn)
30	-0.9%	.	CCOC(=O)Cc1csc(NC(=O)CC(C)(C)C)n1
31	1.5%	0%	CC1(C)CC(NC(=O)/C=C/C(=O)O)CC(C)(C)N1
32	-2.9%	3%	O=C1/C(=C\c2cc([N+](=O)[O-])c(Cl)cc2Cl)Sc2ccccc21
33	4.1%	-2%	COCC(=O)NCCc1nc2ccccc2[nH]1
34	-1.6%	-10%	CCOC(=O)Cc1nnc(NC(=O)c2ccccc2OC)s1
35	-1.0%	.	CCCCOc1ccc(-n2nc(C)cc2C)nn1
36	0.3%	1%	CCN(CC)CCCOc1c(Cl)cccc1Cl
37	0.6%	.	CCCn1c(SCC(=O)Nc2sc(C)c(C)c2C#N)nnc1C(C)C
38	-11%	0%	CCOc1ccc(C(=O)Nc2ccc(C(=O)OC)cc2)cc1[N+](=O)[O-]
39	0.8%	3%	COc1cc(C2C3C(=O)N(Cc4ccccc4)C(=O)C3ON2c2ccccc2)ccc1O (stereo not drawn)
40	-1.1%	4%	COc1ccc(C2C(C(=O)NCCN(C)C)c3ccccc3C(=O)N2C)cc1OC (stereo not drawn)

# Next records follow.
cpd	Hsp70 inhibitors	Rat MKP-3 inhibitors	SMILES
41	-0.2%	1%	COc1ccccc1N1C(=O)c2cccc3c(N4CCOCC4)ccc(c23)C1=O
42	-2.5%	3%	COc1ccccc1OCC(=O)NC(C)C(=O)O (stereo not drawn)
43	0.7%	3%	COc1ccc(CCNC(=O)C(=O)Nc2ccc(Cl)c(Cl)c2)cc1
44	-4.5%	-10%	O=S(=O)(c1ccc(Br)s1)N1CCN(c2ccccn2)CC1
45	-6.2%	2%	O=C1C(Cl)=C(Nc2ccccc2)C(=O)N1c1ccc(Br)cc1
46	1.1%	2%	O=S(=O)(NC1CCCC1)c1ccc(Br)s1
47	1.8%	2%	COc1ccc2c(c1C)CCC/C2=N\OC(=O)c1ccc([N+](=O)[O-])cc1
48	-1.2%	2%	CCOc1cc(C=O)ccc1OCc1c(C)no[n+]1[O-]
49	-0.4%	2%	COc1ccc(-n2c(NN=C(C)C)nc3sc4c(c3c2=O)CC(C)(C)OC4)cc1
50	1.4%	0%	CCOc1ccccc1-n1c(SCC(=O)Nc2nccs2)nnc1-c1ccoc1C
51	-4.1%	0%	COc1cc(NC(=O)Cn2nc(C(F)(F)F)c(Br)c2C)c(OC)cc1Cl
52	-2.1%	0%	COc1cccc(/C=C2\SC(=O)N(CCC(=O)Nc3ccc(Br)cc3)C2=O)c1
53	-3.7%	3%	O=C(Cc1ccc(-c2ccccc2)cc1)NNC(=O)c1ccco1
54	-5.8%	-7%	O=C(CSCCO)Nc1nccs1
55	-2.2%	-4%	CC(=O)c1ccc(N2C(=O)CC(N3CCOCC3)C2=O)cc1 (stereo not drawn)
56	-1.3%	6%	CC1CCc2c(C(=O)NCCN3CCOCC3)csc2C1 (stereo not drawn)
57	-1.2%	-3%	N/C(=N\OC(=O)c1ccc(F)cc1)c1cccnc1
58	2.4%	-3%&-2%	COc1cc(-c2ccccc2)nc(N)n1
59	2.9%	-4%	COCCCNC(=O)c1ccccc1Oc1ccccc1
60	-4.1%	-4%	Cc1cc(NC(=O)CN2CCN(Cc3ccccc3)CC2)nc2c1c(=O)oc1ccccc12

# Filtered by structure, the compounds so far containing an aryl thioether with sulfur outside any ring (3)
cpd	Hsp70 inhibitors	Rat MKP-3 inhibitors	SMILES
7	-3.2%	.	CCOC(=O)C1CCN(C(=O)C(C)Sc2ccc(Cl)cc2)CC1 (stereo not drawn)
37	0.6%	.	CCCn1c(SCC(=O)Nc2sc(C)c(C)c2C#N)nnc1C(C)C
50	1.4%	0%	CCOc1ccccc1-n1c(SCC(=O)Nc2nccs2)nnc1-c1ccoc1C

# Other results follow.
cpd	Hsp70 inhibitors	Rat MKP-3 inhibitors	SMILES
61	-1.5%	-8%	Cc1cccc(NC(=O)CCN2C(=O)c3ccccc3C2=O)n1
62	1.0%	8%	O=C(CSc1n[nH]c(-c2ccccc2)n1)NC(=O)NCc1ccco1
63	-0.6%	0%	O=C(Nn1c(C2CC2)nc2ccccc2c1=O)c1ccco1
64	5.6%	-4%	O=CN1N=C(c2ccccc2)CC1(O)C(F)(F)F (stereo not drawn)
65	3.3%	-3%	Cc1noc(C)c1COC(=O)Cn1c(C)nc2ccccc21
66	0.1%	2%	CSCC[C@@H](C(=O)O)N1Cc2ccccc2C1=O
67	2.6%	-3%	Cc1cc(N2CCCCC2)n2ncc(-c3ccccc3)c2n1
68	5.9%	-8%	CC1=C(C(=O)Nc2ccccc2)C(c2ccco2)C(C#N)=C(SCc2ccccc2)N1 (stereo not drawn)
69	-0.5%	4%	COc1ccc(CNC(=O)/C=C/c2ccccc2)cc1
70	3.7%	-10%	CCOC(=O)COn1c(SCC(=O)OCC)nc2ccccc2c1=O
71	3.1%	-2%	O=S(=O)(Nc1ccc(O)cc1)c1ccc(F)cc1
72	-5.3%	2%	CCN(CC)CCN1C(=O)C(O)=C(C(=O)/C=C/c2ccccc2)C1c1cccc([N+](=O)[O-])c1 (stereo not drawn)
73	5.1%	0%	Cc1cc(=O)oc2c(C=Nc3c(C)n(C)n(-c4ccccc4)c3=O)c(O)ccc12
74	0.6%	-1%	Cn1c(=O)n(CC(=O)Nc2ccc(F)cc2)c2ccccc21
75	-0.8%	-10%	O=C(c1ccccc1)c1nc2ccccc2[nH]c1=O
76	1.6%	-4%	Cc1ccc(C2NC(=O)c3ccccc3N2)s1 (stereo not drawn)
77	-5.0%	5%	COc1ccc(-c2csc(NC(C)=O)c2C(=O)O)cc1
78	4.5%	-9%	COc1ccc(NC(C)c2cc(Cl)ccc2O)cc1 (stereo not drawn)
79	0.5%	.	O=C(CCn1c(=O)oc2ccccc21)NC1=NCCS1
80	.	-9%	COc1ccc(N2CCN(C(=O)CN(c3ccc(Br)cc3)S(C)(=O)=O)CC2)cc1

# (cont.)
cpd	Hsp70 inhibitors	Rat MKP-3 inhibitors	SMILES
81	-7.7%	-3%	O=C(Nc1nnc(CC(=O)N2CCOCC2)s1)c1cccs1
82	-1.3%	3%	COc1ccc(S(=O)(=O)N(CC(=O)Nc2ccccc2OC)Cc2ccccc2)cc1
83	-0.9%	.	COc1cc(NC(=O)NS(=O)(=O)c2ccc(C)cc2)cc(OC)c1
84	2.8%	-13%	CSc1ccc(C=NN2CCN(Cc3ccccc3Cl)CC2)cc1
85	-1.6%	4%	N/C(Cc1ccc(Cl)cc1)=N\OC(=O)CCc1ccccc1
86	-4.8%	2%	CCC(C)(C(=O)NC1CCCC1)N(C(=O)c1cnccn1)c1ccccc1 (stereo not drawn)
87	-4.4%	4%	O=[N+]([O-])c1ccc(N2CCNCC2)cc1Sc1cccc2cccnc12
88	2.9%	.	CC(C)C(=O)c1cn(CC(=O)NCc2ccc3c(c2)OCO3)c2ccccc12
89	-0.9%	0%	CC(C)c1ccc(C2/C(=C(\O)c3ccccc3)C(=O)C(=O)N2Cc2cccnc2)cc1 (stereo not drawn)
90	-0.1%	-1%	Cc1ccc(N(CC(=O)Nc2cccc(C)c2)S(=O)(=O)c2cccc3nonc23)cc1
91	-1.9%	.	CCN(CC)c1nc2c(s1)C(=O)NCCC2
92	17%	9%	O=[n+]1c2c(n([O-])c3cc(F)c(F)cc31)CCCC2
93	2.1%	7%	COc1ccc(CCNC(=O)C2CCN(S(=O)(=O)N3CC(C)CC(C)C3)CC2)cc1OC (stereo not drawn)
94	4.2%	-7%	CCOc1ccc(NC(=O)CN(C)CC(=O)Nc2ccccc2C#N)cc1OCC
95	1.3%	-6%	COc1cccc(-c2cc(C(=O)Nc3ccccc3SC)no2)c1
96	0.3%	.	Cc1ccc(/C=N/N2C(=S)SC(C)(C)C2N(O)C(=O)Nc2ccc([N+](=O)[O-])cc2)cc1 (stereo not drawn)
97	3.8%	2%	O=C(Nc1ncccn1)c1sc2ccccc2c1Cl
98	-4.0%	.	CCOc1cc(-n2ncc(C#N)c2N)nc(SC)n1
99	3.4%	-12%	O=C(C1CC1(c1ccccc1)c1ccccc1)N1CCOCC1 (stereo not drawn)
100	-4.0%	-14%	CCC(C)(C(=O)NC1CCCCC1)N(Cc1ccco1)C(=O)c1cnccn1 (stereo not drawn)

# 6 compounds drawn at random from the list so far:
cpd	Hsp70 inhibitors	Rat MKP-3 inhibitors	SMILES
92	17%	9%	O=[n+]1c2c(n([O-])c3cc(F)c(F)cc31)CCCC2
91	-1.9%	.	CCN(CC)c1nc2c(s1)C(=O)NCCC2
87	-4.4%	4%	O=[N+]([O-])c1ccc(N2CCNCC2)cc1Sc1cccc2cccnc12
82	-1.3%	3%	COc1ccc(S(=O)(=O)N(CC(=O)Nc2ccccc2OC)Cc2ccccc2)cc1
88	2.9%	.	CC(C)C(=O)c1cn(CC(=O)NCc2ccc3c(c2)OCO3)c2ccccc12
100	-4.0%	-14%	CCC(C)(C(=O)NC1CCCCC1)N(Cc1ccco1)C(=O)c1cnccn1 (stereo not drawn)

# Going on with the list:
cpd	Hsp70 inhibitors	Rat MKP-3 inhibitors	SMILES
101	0.0%	6%	COc1ccc(NC(=O)c2cc(Cl)ccc2OC)c([N+](=O)[O-])c1
102	2.8%	-5%	C=CCOc1cccc(C2/C(=C(\O)c3ccc(F)cc3)C(=O)C(=O)N2CCN(C)C)c1 (stereo not drawn)
103	-4.1%	4%	CCN1/C(=C/C(=O)c2ccco2)Sc2ccccc21
104	3.0%	-2%	CCS(=O)(=O)N1Cc2ccccc2CC1C(=O)N1CCN(c2cccc(C)c2C)CC1 (stereo not drawn)
105	-2.3%	-3%	Cn1c(CSc2nnc(SCc3ccccc3)s2)nc2ccccc21
106	-2.0%	4%	COc1ccc(CCNC(=O)CN(Cc2ccccc2)S(=O)(=O)c2ccc(OC)c(OC)c2)cc1
107	1.3%	-5%	COc1cccc(NC(=O)c2nnn(Cc3ccc(Br)cc3F)c2N)c1
108	2.2%	-22%	O=C1c2ccccc2C(=O)N1CCCC(=O)N1CCCc2ccccc21
109	-2.7%	-6%	COC(=O)CN1C(=O)C2(C(C#N)=C(N)Oc3cc(C)oc(=O)c32)c2ccccc21 (stereo not drawn)
110	-2.2%	2%	CC(=O)Nc1ccc(NC(=O)CN(c2ccc(C)cc2)S(C)(=O)=O)cc1
111	1.0%	1%	CCOc1ccc(S(=O)(=O)NNc2ccccc2)cc1

# An excerpt from above in order of their number in Rat MKP-3 inhibitors, highest first.
item | Molecule | Rat MKP-3 inhibitors
111 | CCOc1ccc(S(=O)(=O)NNc2ccccc2)cc1 | 1%
102 | C=CCOc1cccc(C2/C(=C(\O)c3ccc(F)cc3)C(=O)C(=O)N2CCN(C)C)c1 (stereo not drawn) | -5%
109 | COC(=O)CN1C(=O)C2(C(C#N)=C(N)Oc3cc(C)oc(=O)c32)c2ccccc21 (stereo not drawn) | -6%

# This is a subset; count on the stated rates, not on these rows.
